Screens: PubChem, Broad Institute
GSIS activator: primary screen for activators of insulin secretion dependent on glucose, INS-1E cells, GLuc reporter luminescence; 370,000 tested, 0.61% active; INS-1E GLuc reporter insulin secretion, 2-3 h; AID 743287; activation, % at 16.6 µM;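 active = lowest replicate activation of at least 40%, so every replicate reaches that level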;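 also: 0% = median of neutral control wells and 100% = median of IBMX positive control wells; some compounds called inactive have numbers as strong as hits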
miR122 inh: inhibitors of miR-122 in Huh7 cells | AID 602342 | Huh7 miR-122 Renilla luciferase sensor, 48 h; neutral wells = 0, positive control = 100 | activation (reporter increase), % at 12.5 µM | 340,000 tested, 0.3% active;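 active = mean replicate activation score at least 90 and every replicate individually at or above 90; inconclusive = only one of the two criteria met; inactive = neither criterion met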;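 also: higher luciferase means less miR-122 activity so hits act as miR-122 inhibitors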
EWS-Fli block: inhibitors of EWS/Fli oncoprotein transcriptional activity; inhibition, % at 12.6 µM; A673 NR0B1-luciferase reporter, viability-normalised; 350,000 tested, 0.67% active;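 active = mean inhibition of at least 50% after viability correction, with every replicate also passing that limit; inconclusive = mean reaches 50% but only one of two replicates passes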;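 also: firefly luciferase signal divided by Alamar Blue viability fluorescence both relative to DMSO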
CFTR F508del cor: CFTR F508del correction in bronchial cells; 350,000 tested, 0.36% active; CFBE cells, YFP halide quenching; stimulated with forskolin plus potentiator P3; % fluorescence drop versus neutral controls; activity (quench increase), % at 7.58 µM;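 active = mean added fluorescence quench of at least 8% versus neutral control, with both replicates also reaching 8%; inconclusive = only one of the mean or replicate conditions met; inactive = mean below 8% and not both replicates reaching 8%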;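 also: cells transiently co-express mutant CFTR-F508del with the halide-sensitive YFP; corrector assay measuring rescue of mutant channel to the surface after 24 h compound exposure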
FN deposition inh: fibronectin deposition inhibition; AH1F fibroblasts, Alexa488-fibronectin deposition fluorescence, overnight; 350,000 tested, 0.086% active; inhibition, % at 12.6 µM; AID 743247;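 active = mean inhibition across replicates of 30% or more, regardless of how many single replicates reach that level; inconclusive = mean under 30% yet at least half of replicates reach 30%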;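 also: positive control wells lacked labelled fibronectin entirely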
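Assay system: AH1F fibroblast monolayer, labelled fibronectin deposition. Amount: 10000 cells per well. Also added: labelled fibronectin 24 nM. Compound: single-point pinned compound. Incubation: cell attachment 1 h, compound and FN exposure overnight. Detection: fluorescence after three HBSS washes, excitation 485 nm, emission 525 nm. Read-out: inhibition of fibronectin deposition signal.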
DENV2 CPE rescue: DENV2-induced cell death inhibition | CPE inhibition, % at 9.99 µM | 350,000 tested, 1.7% active | DENV2-infected cells, cytopathic effect rescue, plate reader; in the data active = CPE inhibition above about 20%, passing the limit was not always enough; inconclusive = no clear call, values can overlap the other calls; tested in BHK-21 cells;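 also: 0% = median of neutral control wells and 100% = median of positive control wells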
PAX8 inh HTS: PAX8 transcriptional activity inhibition; RMG-I TPO-luciferase reporter, SteadyGlo, 24 h; inhibition, % at 12.6 µM; 360,000 tested, 1.2% active;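 active = mean replicate inhibition at least 60% with every replicate also reaching 60%; inconclusive = only one of the two criteria is met; inactive = mean below 60% and not all replicates reaching 60%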;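 also: luciferase light reporting Pax8 driven TPO promoter activity; plate controls were median of neutral control wells for no effect and mitoxantrone controls for full effect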
Starred values were filed as active, the others as inactive; u = inconclusive; x = not tested or not shown; [ ] = remark or other dose.

Value order: GSIS activator, miR122 inh, EWS-Fli block, CFTR F508del cor, FN deposition inh, DENV2 CPE rescue, PAX8 inh HTS
c1ccc2c(c1)ccn1c(Cc3ccsc3)c(C3CCCCC3)nc21
  2, x, 7, 0.2, -10, -3, 13
Nc1cc(S(=O)(=O)O)cc([N+](=O)[O-])c1O
  -2, x, -8, 1.5, 18, 4, 16
COC(=O)c1ccccc1NC(=O)COC(=O)c1cccnc1
  x, -5, x, x, -2, x, 10
O=C(/C=C/c1ccccc1[N+](=O)[O-])N1CCc2ccccc2C1
  7, -4, -32, -3.3, 8, -3, -17
Cc1cc2[nH]c(=O)c(=O)[nH]c2cc1S(=O)(=O)NCc1ccccc1
  -2, 6, x, 2.5, -15, 0, 4
C/C(=N\Nc1ccc(Cl)c(C(=O)O)c1)c1ccc(N2CCOCC2)cc1
  14, -6, -57, -1.3, -7, -2, -107
CCc1csc(N2[C@H](C#N)[C@H](c3ccc(-c4ccc(F)cc4)cc3)[C@@H]2CO)n1
  18, x, 8, -1.1, 4, 11, 5
C[C@H](CO)N1C[C@H](C)[C@H](CN(C)Cc2ccncc2)Oc2ccc(NC(=O)Cc3cn(C)c4ccccc34)cc2CC1=O
  4, 1[16.7 µM], 2, 0.0, x, 2, -20
COc1ccc(CC(N)c2csc(NC(=O)c3cc(C(C)(C)C)oc3C)n2)cc1 (stereo not given)
  -7, -2, 4, 2.2, -1, -2, -98
Cc1csc(=O)n1CCC(=O)OCC(=O)NCc1ccccc1
  14, 1, -2, 0.5, 3, 19, -8
COC(=O)C[C@H]1CC[C@H]2[C@@H](COc3ccc(NC(=O)c4cc(C)on4)cc3C(=O)N2C)O1
  2, 55[16.7 µM], 4, 2.3, -5, 3, 0
Cc1ccc(N2CC(C(=O)Nc3ccc(S(=O)(=O)N4CCCC4)cc3)CC2=O)cc1C (stereo not given)
  -21, x, 2, -0.7, 1, 2, 19
CCCNC(=O)C[C@@H]1CC[C@H]2[C@H](COc3ccc(NC(=O)c4cccc(C(F)(F)F)c4)cc3C(=O)N2C)O1
  -2, 15[16.7 µM], 7, 2.7, 1, u, 20
COc1cccc(OC)c1NC(=O)Cn1nc(C)c2ccccc2c1=O
  8, 2, -9, 0.3, 7, 6, 7
O=C(NC[C@@H]1CC[C@H]2[C@H](CN2S(=O)(=O)c2ccccc2)O1)NC1CCCCC1
  x, x, 2, -0.4, x, -4, x
Cc1ccc(N2CCN(c3ccc(C)cc3)C(CC(=O)O)C2=O)cc1 (stereo not given)
  x, -2, x, x, 3, x, -17
CNS(=O)(=O)/C=C/c1ccccc1
  -5, x, -4, -1.5, -3, -1, -1
COc1ccc(CCNC(=O)CN2CCCc3ccccc32)cc1OC
  x, 6, x, x, 3, x, -4
CCC(=O)Nc1ccc2c(c1)OC[C@H](C)N(CCc1ccccc1)C[C@@H](C)[C@@H](OC)CN(C)C2=O
  -11, x, 5, -0.8, -12, 0, -3
COc1cccc(-n2c(SCC(=O)OC(C)C)nnc2-c2cccnc2)c1
  12, x, -1, 3.2, x, 12, x
CCC(=O)N1C[C@@H](O)COC[C@H]2O[C@@H](CC(=O)NCc3ccc(Oc4ccccc4)cc3)CC[C@@H]21
  2, 0[16.7 µM], 1, 0.2, 6, u, 0
CNC[C@H]1Oc2ccc(NC(=O)NC(C)C)cc2CC(=O)N([C@H](C)CO)C[C@@H]1C
  7, -2[16.7 µM], -6, 2.1, x, -2, 19
CO[C@@H]1CN(C)C(=O)c2ccc(NC(=O)Nc3cccc(F)c3)cc2OC[C@@H](C)N(C(=O)Nc2c(C)noc2C)C[C@@H]1C
  3, x, 3, -0.9, 1, 8, -18
O=C(O)C[C@H]1C[C@@H]2c3cc(NC(=O)C4CCOCC4)ccc3O[C@@H]2[C@H](CO)O1
  4, x, x, -0.4, 2, 11, -11
O=c1ncn(-c2cccc(Cl)c2)c2ccccc12
  25, x, 7, 1.4, -2, 0, -11
CSc1ccccc1C(=O)C1CCCN(S(=O)(=O)c2c(C)noc2C)C1 (stereo not given)
  3, x, 1, -1.7, x, 19, -8
O=C(C[C@H]1CC[C@H]2[C@@H](COC[C@H](O)CN2C(=O)c2ccncc2)O1)NCc1cc(F)cc(F)c1
  -2, 3[16.7 µM], 0, 0.8, -10, -4, -21
Cc1sc(NC(=O)C2=COCCO2)c(C(N)=O)c1C
  8, x, -70, -2.7, 7, 2, -64
CCOc1cc2c(C#N)c(N3CCCC3)nc(N)c2c(N)n1
  0, 2, 4, 3.0, -3, x, -31
O=C(Cc1ccc(Cl)cc1)NNC1CC(=O)N(c2ccc3ccccc3c2)C1=O (stereo not given)
  25, 1, -4, -0.3, 3, u, 9
COc1ccc2c(=O)c(-c3ccc(C)cc3)c(-c3ccccc3)oc2c1
  -4, 2, 17, 7.1, x, -5, 11
Cc1ccc(C)c(-c2csc(N/N=C/c3ccco3)n2)c1
  -5, -1, -53, x, x, 4, 3
O=C(O)CC/C(=N/NC(=O)c1ccc(-c2ccccc2)cc1)c1ccccc1
  -10, x, x, 0.0, 2, -3, -11
CCCNC(=O)N(C)C[C@H]1Oc2ncc(C#CC3CCCCC3)cc2C(=O)N([C@H](C)CO)C[C@H]1C
  -11, -1[16.7 µM], -4, 1.7, 11, 5, x
COc1ccc(/C=C2\N=C(SC)N(c3ccccc3OC)C2=O)cc1
  -33, 3, -37, -5.3, -7, 4, 8
COc1ccc(S(=O)(=O)N2CCN(C(=O)c3cc(-c4ccccc4OC)n[nH]3)CC2)cc1
  -3, x, 12, -4.6, 2, 1, 5
Cn1c(-c2ccccc2)n[nH]c1=S
  27, 2, 4, -0.3, -2, 1, 9
CCCCNC(=O)CSc1nnc(-c2ccco2)n1C
  x, -1, x, x, 3, x, 9
COc1ccc(NC(=O)N[C@@H]2CC[C@@H](CC(=O)NCc3ccccn3)O[C@@H]2CO)cc1
  1, -3[16.7 µM], -5, -1.2, x, 0, -2
Cc1ccc(C2CC(=O)Nc3cc4c(cc32)OCCO4)s1 (stereo not given)
  16, -7, x, x, 8, x, x
COC(=O)c1ccccc1NC(=O)c1nc(S(=O)(=O)Cc2ccccc2)ncc1Cl
  21, 9, 63*, 2.3, 5, 2, -11
COCC(=O)N(C)C[C@@H]1Oc2ncc(C#CC(C)(C)O)cc2C(=O)N([C@@H](C)CO)C[C@@H]1C
  17, 10[16.7 µM], -12, 2.2, -9, 24*, -18
O=C(C[C@H]1C[C@@H]2c3cc(NC(=O)c4ccc5c(c4)OCO5)ccc3O[C@@H]2[C@@H](CO)O1)NCc1ccc(Cl)cc1
  -29, -11[16.7 µM], -4, 2.4, 4, 2, 6
O=C(c1cccnc1)N1CCN(C/C=C/c2ccccc2)CC1
  1, 8, 8, -4.5, 0, -7, -14
C[C@@H]1CN([C@@H](C)CO)C(=O)c2cc(NC(=O)C3CC3)ccc2O[C@@H]1CN(C)CC1CCCCC1
  23, 12[16.7 µM], 0, -0.3, x, -1, -3
COc1cc(-c2noc(C)c2C(=O)NCCCn2ccnc2)cc(OC)c1OC
  1, -3, 0, -1.0, 0, u, 0
COC(=O)CC1C(=O)NCCN1C(=O)c1cc(OC)c(OC)cc1OC (stereo not given)
  0, -1, -5, -0.2, -1, 17, -10
Cc1cccnc1NC(N)=S
  10, x, 0, -0.6, 0, -1, -1
CC(C)Oc1ccc(CCC(=O)NNC(=O)c2ccccc2C(=O)O)cc1
  -36, -1, 10, -1.7, 2, 2, 9
O=C(O)CSc1nc2ccccc2[nH]1
  x, -3, x, x, -10, x, 8

Carrying on:
Value order: GSIS activator, miR122 inh, EWS-Fli block, CFTR F508del cor, FN deposition inh, DENV2 CPE rescue, PAX8 inh HTS
COc1ccc(C2CC(c3ccc(OC)c(OC)c3)=NN2S(C)(=O)=O)cc1 (stereo not given)
  15, -14, -86, 0.5, 5, -5, -116
CN(c1cccnc1)c1ccc(NC(=O)Cc2c[nH]c3ccccc23)cc1-c1ccc(C(C)(C)C)cc1
  -11, x, 16, -0.2, 4, -4, 37
COc1cccc(CNC(=O)CCc2nc3cc(S(=O)(=O)N4CCOCC4)ccc3n2C)c1
  19, -3, -14, -2.9, 2, 15, -24
COCCNc1nc2c(c(=O)n(C)c(=O)n2C)n1CCCc1ccccc1
  -3, -5, 7, 2.3, 1, 5, 9
COc1ccc(CCNS(=O)(=O)c2ccccc2[N+](=O)[O-])cc1OC
  8, x, 9, -7.1, 0, 2, -10
O=C(Nc1ccc(N2CCN(Cc3ccccc3)CC2)cc1)c1ccco1
  3, -6, -34, -0.4, 0, -10, -54
OC[C@H]1[C@H](c2ccc(-c3cccnc3)cc2)[C@H]2CN(CC3CC3)CCCCN21
  2, 6[16.7 µM], 3, 0.1, x, 0, -9
CSCCNC(=O)C1(C)CCN1C(=O)c1cc(C)n(C)n1 (stereo not given)
  17, 2, -8, -3.5, 4, u, 0
Cc1noc(C)c1S(=O)(=O)Nc1ccc2c(c1)CC(=O)N([C@H](C)CO)C[C@@H](C)[C@@H](CN(C)C(=O)Nc1ccc(C(F)(F)F)cc1)O2
  -8, 26[16.7 µM], -3, 2.0, x, -8, 0
CN1C(=O)c2cc(NS(=O)(=O)c3ccccc3Cl)ccc2OC[C@@H]2O[C@@H](CC(=O)O)CC[C@@H]21
  9, 0[16.7 µM], 1, 0.9, 9, -8, 27
COc1ccc(CNC(=O)C[C@@H]2CC[C@@H]3[C@H](COc4ccc(NC(=O)C(C)C)cc4C(=O)N3C)O2)cc1
  -2, -20[16.7 µM], -2, -0.8, -9, x, -11
O=C(O)c1cc2nc3c(c(C(F)(F)F)n2n1)CCCC3
  -1, -1, -2, 1.6, -12, 5, -34
CCC(=O)N1C[C@@H](C)[C@@H](OC)CN(C)C(=O)c2ccc(NS(C)(=O)=O)cc2OC[C@H]1C
  1, 3[16.7 µM], -11, x, -3, 0, 4
Cc1cc2ncc(C(=O)N=CN(C)C)cn2n1
  4, x, -6, -1.9, 8, -4, 4
COc1ccc(OC)c(/C=C2\SC(=S)N(Cc3cccnc3)C2=O)c1
  8, 25, x, x, 0, x, 15
CCCNC(=O)N[C@H]1CC[C@H](CCn2cc(-c3cccc(F)c3)nn2)O[C@H]1CO
  6, x, -2, -0.2, 2, 9, 10
O=C(Cc1cccs1)N=Nc1c(O)[nH]c2ccc(Br)cc12
  13, -1, -11, -1.6, 0, -4, 14
COc1ccc2c3c(n(C)c2c1)[C@H](CO)N(Cc1ccncc1)CC31CN(C(=O)C2CCC2)C1
  19, x, -5, -0.2, x, 5, -12
O=C(CN1C(=O)NC2(CCCC2)C1=O)N1CCN(Cc2ccccc2)CC1
  -3, x, 0, 0.1, -4, -3, x
CCCn1nnc(NC(=O)c2ccc3ccccc3c2)n1
  11, x, -20, -0.5, x, x, -175
O=[N+]([O-])c1ccc2c(c1)-c1ccccc1C2=NO
  5, x, -10, -0.7, 1, 2, -1
Clc1cccc(Cl)c1OCCCCN1CCCCC1
  14, 2, 14, -2.1, -2, -2, -10
O=C(Nc1nc2cc3c(cc2s1)OCCO3)c1ccco1
  x, 1, 87*, -0.4, -9, u, x
O=C(Nc1ccc2c(c1)OCCO2)C1CCN(C(=O)c2ccc(Cl)cc2)CC1
  7, x, x, x, -3, x, -1
COc1cc([N+](=O)[O-])ccc1NC(=O)CN1CCc2cc(OC)c(OC)cc2C1
  6, -3, 17, 0.7, 7, 1, 18
CCC(=O)Nc1ccc2c(c1)OC[C@H](C)N(C(C)=O)C[C@@H](C)[C@H](OC)CN(C)C2=O
  -2, x, x, -5.4, -12, -12, x
CO[C@H]1CN(C)C(=O)c2ccc(NC(=O)Nc3ccccc3F)cc2OC[C@@H](C)N(C(C)=O)C[C@@H]1C
  -4, 12[16.7 µM], -6, 0.6, x, 9, -16
S=C(c1cn(CCOc2cccc3ccccc23)c2ccccc12)N1CCCC1
  -36, x, x, x, -3, x, 45
COc1ccc(C(=O)N2CCN(c3ccc(NC(=O)c4cccs4)cc3)CC2)cc1
  5, -6, x, -0.4, 6, 0, 13
